N370S GC mod: qHTS Assay for Inhibitors and Activators of N370S glucocerebrosidase as a Potential Chaperone Treatment of Gaucher Disease; Lysosomal acid glucosylceramidase (Homo sapiens), P04062; N370S GC spleen homogenate, 4MU-glucoside fluorescence; Potency, µM (titrated, usually from 59.4 µM), without a hit: at the top dose activity change, negative = inhibition, hits mostly inhibitors; actives 0.092% (n = 330,000); AID 2101, 2009;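 also: 0% = full enzyme activity and -100% = no enzyme basal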
FEN1 inhibitor: qHTS Assay for the Inhibitors of Human Flap endonuclease 1 (FEN1) | Potency, µM (series often up to 114 µM), inactives show at the top dose activity change, negative = inhibition, usual class: inhibitors | actives 0.35% (n = 390,000) | Recombinant FEN1 flap cleavage, fluorescence, 15 min | AID 588795, 2011; also: nearly all actives have a fitted effect of over 65% in size
Target sequence (P39748 whole entry, looked up): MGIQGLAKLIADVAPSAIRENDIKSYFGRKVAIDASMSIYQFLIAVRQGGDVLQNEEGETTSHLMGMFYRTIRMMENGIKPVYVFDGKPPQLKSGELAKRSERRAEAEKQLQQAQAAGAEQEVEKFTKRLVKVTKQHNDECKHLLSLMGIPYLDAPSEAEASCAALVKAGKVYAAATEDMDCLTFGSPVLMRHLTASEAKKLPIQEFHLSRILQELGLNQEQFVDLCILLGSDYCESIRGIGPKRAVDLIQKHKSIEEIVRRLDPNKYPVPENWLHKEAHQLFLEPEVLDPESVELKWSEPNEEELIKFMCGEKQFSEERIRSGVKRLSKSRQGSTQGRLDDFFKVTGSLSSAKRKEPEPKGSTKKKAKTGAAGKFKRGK
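With each library titrated from low to high concentration, compounds met 10 nM FEN1 for 15 min at room temperature before 50 nM substrate was added; readings at 0 and 15 min fed four-parameter Hill curve fits.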
TDP1 cell CPT: qHTS for Inhibitors of human tyrosyl-DNA phosphodiesterase 1 (TDP1): qHTS in cells in presence of CPT; AID 686979, 2013; actives 12% (n = 420,000); Potency, µM (series often up to 46.2 µM), for inactives: top-dose activity change, negative = growth inhibition, most hits filed as inhibitors; chicken DT40 Tdp1-/-;hTDP1 cells + 20 nM CPT, ATP luminescence, 48 h; also: nearly all actives have a fitted effect of over 55% in size
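Chicken DT40 Tdp1-/- cells stably complemented with human TDP1 were seeded at 400 cells/well in medium containing 20 nM camptothecin, exposed to pin-transferred compounds, and grown at 37 °C for at least 48 hr. Viability was read as ATP luminescence.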
Active calls of the source: *; u = inconclusive; x = not tested or not shown. Calls follow the shape of the dose curve; as a rule, active = well fitted curve in the direction sought with a large enough effect; inconclusive = small, poorly fitted or top-dose-only effect, or another doubt; inactive = no such curve, though single readings can be large; an effect the other way counts as inactive or inconclusive. Unless noted, % is scaled to controls: 0 for no effect and ±100 for the full control effect; potency is read from the fitted curve at half-maximal effect. These rows are one share of the data. The share of hits here may be higher or lower than overall.

Each structure is followed by: TDP1 cell CPT | N370S GC mod | FEN1 inhibitor
> Fc1cccc(Cl)c1CSc1nnc(-c2ccncc2)o1
  -11% | 2% | 12%
> CCCSc1nnc2[nH]c(=O)cc(N)n12
  -10% | -6% | -1%
> CS(=O)(=O)Nc1cccc(-c2nccc(NCc3cccs3)n2)c1
  -25% | -1% | x
> CS(=O)(=O)N(CC(=O)Nc1c(F)cccc1F)c1cccc([N+](=O)[O-])c1
  -6% | 3% | 6%
> Cc1cccc([C@@H]2[C@@H]3C(=O)N(Cc4ccccc4)C(=O)[C@@H]3[C@]3(CC(C)C)C(=O)N(c4cccc(F)c4)C(=O)N23)c1
  u | u | 0%
> COc1cc(OC)cc(C(=O)Nc2ccc3c(c2)N(C2CCCC2)C(=O)c2ccccc2S3)c1
  -16% | x | 1%
> Cc1ccc(C(=O)N/C(=C/c2ccco2)C(=O)NCCCn2ccnc2)cc1
  -15% | u | 3%
> CCN(CCCNC(=O)c1cc(Nc2ccc(OC)cc2)nc2ccccc12)c1cccc(C)c1
  21µM* | x | -12%
> C=CCN1C(=O)CSc2ccc(C(=O)NCCC3=CCCCC3)cc21
  u | 12% | -15%
> CC(C)(C)NC(=O)C(c1ccncc1)N(C(=O)Cn1nnc(-c2ccc(F)cc2)n1)c1cccc(F)c1 (stereo unspecified)
  15% | -10% | -2%
> CC(=O)c1nn(-c2cccc(Br)c2)cc1C(=O)c1ccc(Br)cc1
  13µM* | -10% | 8%
> Cc1ccc(CN2C(=O)N/C(=C\c3ccc(-c4ccc(C(=O)O)cc4C)o3)C2=O)cc1
  -13% | 14% | 45µM*
> CCOC(=O)/C(=C\c1ccc([N+](=O)[O-])cc1)C(=O)c1cc(C(C)=O)c(Nc2ccccc2)s1
  0.58µM* | -19% | -3%
> O=c1c2cn[nH]c2nc(SCc2ccccc2F)n1-c1ccc(Br)cc1
  u | 3% | u
> C/C(=C\C(=O)c1ccc(C)o1)Nc1ccc2c(c1)OCO2
  -7% | 17% | 3%
> CC1CC[C@@]23CCC4(C)[C@@]5(C)CCC6C(C)(C)C(=O)CC[C@@]6(C)C5C=C[C@@]4(OC2=O)C3C1C (stereo partly specified)
  -1% | 8% | x
> CCCCc1c(O)nc(SCC(=O)c2ccccc2)n(-c2ccccc2)c1=O
  2.9µM* | 26% | -7%
> O=C(CSc1nnc(-c2ccccn2)n1Cc1ccco1)c1ccc(-c2ccccc2)cc1
  29µM* | 11% | 4%
> O=C(CC1S/C(=N/N=C2CCCCCC2)NC1=O)Nc1ccc(Br)cc1F (stereo unspecified)
  -1% | -10% | -15%
> C/C(=N\NC(=O)C1(C)CC1(Br)Br)c1ccc(NC(=O)c2ccc(C)o2)cc1 (stereo unspecified)
  13µM* | -6% | 0%

Reprinted from the listing, 15 compounds:
Each structure is followed by: TDP1 cell CPT | N370S GC mod | FEN1 inhibitor
> Fc1cccc(Cl)c1CSc1nnc(-c2ccncc2)o1
  -11% | 2% | 12%
> CCCSc1nnc2[nH]c(=O)cc(N)n12
  -10% | -6% | -1%
> CS(=O)(=O)Nc1cccc(-c2nccc(NCc3cccs3)n2)c1
  -25% | -1% | x
> CS(=O)(=O)N(CC(=O)Nc1c(F)cccc1F)c1cccc([N+](=O)[O-])c1
  -6% | 3% | 6%
> Cc1cccc([C@@H]2[C@@H]3C(=O)N(Cc4ccccc4)C(=O)[C@@H]3[C@]3(CC(C)C)C(=O)N(c4cccc(F)c4)C(=O)N23)c1
  u | u | 0%
> COc1cc(OC)cc(C(=O)Nc2ccc3c(c2)N(C2CCCC2)C(=O)c2ccccc2S3)c1
  -16% | x | 1%
> Cc1ccc(C(=O)N/C(=C/c2ccco2)C(=O)NCCCn2ccnc2)cc1
  -15% | u | 3%
> CCN(CCCNC(=O)c1cc(Nc2ccc(OC)cc2)nc2ccccc12)c1cccc(C)c1
  21µM* | x | -12%
> C=CCN1C(=O)CSc2ccc(C(=O)NCCC3=CCCCC3)cc21
  u | 12% | -15%
> CC(C)(C)NC(=O)C(c1ccncc1)N(C(=O)Cn1nnc(-c2ccc(F)cc2)n1)c1cccc(F)c1 (stereo unspecified)
  15% | -10% | -2%
> CC(=O)c1nn(-c2cccc(Br)c2)cc1C(=O)c1ccc(Br)cc1
  13µM* | -10% | 8%
> Cc1ccc(CN2C(=O)N/C(=C\c3ccc(-c4ccc(C(=O)O)cc4C)o3)C2=O)cc1
  -13% | 14% | 45µM*
> CCOC(=O)/C(=C\c1ccc([N+](=O)[O-])cc1)C(=O)c1cc(C(C)=O)c(Nc2ccccc2)s1
  0.58µM* | -19% | -3%
> O=c1c2cn[nH]c2nc(SCc2ccccc2F)n1-c1ccc(Br)cc1
  u | 3% | u
> C/C(=C\C(=O)c1ccc(C)o1)Nc1ccc2c(c1)OCO2
  -7% | 17% | 3%

Going on with the list:
Each structure is followed by: TDP1 cell CPT | N370S GC mod | FEN1 inhibitor
> O=C(COc1nsnc1N1CCOCC1)Nc1ccc([N+](=O)[O-])cc1
  29µM* | -3% | -5%
> CCOc1ccc(/C=C(\C#N)C(=O)Nc2ccccn2)cc1
  -21% | 2% | 9%
> CN1C(=O)NC(c2ccc(O)cc2)C2=C1CN(c1ccccc1)C2=O (stereo unspecified)
  u | -9% | -2%
> CN(C)C(=O)CCc1ccc2c3c([nH]c2c1)[C@]1(C)[C@@H](C(=O)N2CCCCC2)C[C@H](CC(=O)NCCCn2ccnc2)C(=O)N1CC3
  4% | x | -7%
> Cc1cc(OCC(=O)NCC(O)c2ccccc2)c2c(C)c(C)c(=O)oc2c1 (stereo unspecified)
  -26% | -6% | -18%
> Cn1c(=O)c2[nH]c(Cc3ccsc3)nc2n(C)c1=O
  -14% | x | 1%
> CC1CCC(NC(=O)CNC(=O)Cc2cccc3ccccc23)CC1 (stereo unspecified)
  u | -2% | 5%
> CCCCCNC(=O)c1ccc2c(=O)n(CCc3ccccc3)c(=O)[nH]c2c1
  -12% | x | 3%
> C=CCn1c(SCC(=O)N(CC)C2CCS(=O)(=O)C2)nc2scc(-c3ccccc3)c2c1=O (stereo unspecified)
  u | x | -5%
> CCOC(=O)CC(NC(=O)c1ccccc1F)c1ccc(C)cc1 (stereo unspecified)
  -3% | 1% | 3%
> COc1cccc(-c2cccc(NC(=O)C3CCN(C4CCOCC4)CC3)c2)c1
  5% | u | 1%
> N#Cc1ccc(CN2CCN(C(=O)c3cn(Cc4ccccc4)nc3-c3cccnc3)CC2)cc1
  -22% | x | -6%
> CC(C)Cc1nnc(NC(=O)CSc2nc(O)c(-c3ccccc3)c(=O)[nH]2)s1
  4% | 3% | 2%
> O=C(CCCOc1ccccc1)N1CCN(c2ccccn2)CC1
  -23% | 0% | -8%
> Cn1nc(C(=O)NC2CCC(O)CC2)c2ccccc2c1=O (stereo unspecified)
  1% | x | 21%
> N#CCSc1nc2ccccc2c(=O)n1-c1ccccc1
  -21% | 27% | -3%
> Cc1ccc(CC(=O)N2CCN(C(=O)c3ccco3)CC2)cc1
  -4% | -6% | -1%
> Cc1ccc(-c2nnn(CC(=O)N(c3ccc(F)cc3)C(C(=O)NC3CCCC3)c3ccncc3)n2)o1 (stereo unspecified)
  2% | -7% | 4%
> CC(=O)Nc1c(-c2ccc(Cl)cc2)c(=O)c2ccccc2n1C
  10% | -3% | -4%
> CCN(CC)CCn1c(=N)n(CCO)c2ccccc21
  -17% | -2% | 0%

Remaining list, next part
Each structure is followed by: TDP1 cell CPT | N370S GC mod | FEN1 inhibitor
> CCn1cc(C(=O)N[C@@H](C)C(=O)NCCCO)c(=O)c2cc3c(cc21)OCO3
  -4% | -5% | -10%
> CCc1ccccc1Nc1nn2c(=O)c3ccc(C(=O)NC(C)c4ccccc4)cc3nc2s1 (stereo unspecified)
  15µM* | x | 6%
> COc1ccc(Cl)cc1NC(=O)NCc1ccc2c(c1)OCO2
  -2% | 1% | 20%
> Cc1cc(C)c(S(=O)(=O)ON2C(=O)c3ccccc3C2=O)cc1C
  2.6µM* | -1% | -15%
> COc1ccc(-c2noc(Cn3c(=O)c4ccccc4n(CC(=O)Nc4cccc(OC)c4)c3=O)n2)cc1
  u | x | 1%
> CCSc1nnc(NC(=O)c2nc3nc(C)cc(C)n3n2)s1
  8% | 2% | -2%
> COc1ccccc1C(=O)NCCC(=O)NCc1ccccn1
  -6% | x | -1%
> Nc1ccc2nc(SCc3ccc([N+](=O)[O-])cc3)sc2c1
  u | 15% | -31%
> CC(C)(C)[C@@H]1C=C(C(=O)N2CCN(Cc3ccc4c(c3)OCO4)CC2)O[C@H](OCc2ccc(CO)cc2)C1
  u | -8% | -1%
> COCCNC(=S)N1CCC(c2nc(-c3ccc(N(C)C)cc3)no2)CC1
  -23% | 4% | 5%
> COc1ccc(-n2cc(CNCC3CCOCC3)c(-c3cccc(F)c3)n2)cc1
  u | -18% | 8%
> Cc1ccc(S(=O)(=O)n2ccc(OC(=O)c3cccs3)n2)cc1
  -26% | -3% | -6%
> COc1c(F)c(F)c(C(=O)Nc2cccc(Cl)c2N2CCOCC2)c(F)c1F
  15µM* | -16% | 4%
> CCN1CCN(C(=O)c2ccc(-c3nc4ccccc4s3)s2)CC1
  -14% | -5% | 16%
> CCOC(=O)N1CCN(C(=O)c2cnn3c(C(F)(F)F)cc(-c4cccs4)nc23)CC1
  8% | -9% | 14%
> Cc1nnc2ccc(N3CCOCC3)nn12
  -1% | 0% | -12%
> Cc1nc2ccc(S(=O)(=O)N(C)CC(=O)Nc3ccc(C(C)C)cc3)cc2s1
  u | x | -2%
> Fc1ccc(Cn2cnc3ccccc32)cc1
  -28% | x | 8%
> CCCc1cc(=O)n2[nH]c(NCc3ccc(OC)c(OC)c3)nc2n1
  1% | 18% | -2%
> COC(=O)c1ccc(S(=O)(=O)NCc2ccc(S(N)(=O)=O)cc2)n1C
  11% | 2% | -1%

Next part.
Each structure is followed by: TDP1 cell CPT | N370S GC mod | FEN1 inhibitor
> COc1ccc(S(=O)(=O)NCC2CCCN(Cc3ccc(O)cc3)C2)cc1 (stereo unspecified)
  -7% | -6% | -14%
> Cc1cc(C)n2nc(SCC(=O)NC3CCCCC3)nc2n1
  6% | u | 3%
> N#Cc1c(N)[nH]c2ccc(Sc3ccccc3)cc12
  0.73µM* | x | 8%
> O=C(CCSCCc1ccccn1)Nc1nccs1
  -25% | 5% | 2%
> CC(NC(=O)c1ccc2c(=O)n3c(nc2c1)CCCCC3)c1ccccc1 (stereo unspecified)
  -3% | -6% | -10%
> CS(=O)(=O)Nc1ccc(C(=O)NCc2ccco2)cc1
  -16% | 3% | -15%
> Cc1ccc(C)c(OCCn2ccnc2)c1
  18% | 5% | -16%
> O=C(Cc1cccs1)N1CCN=C1SCc1ccccc1Cl
  7% | 2% | -21%
> C=CCSc1nc2sc(-c3ccccc3)cc2c(=O)n1N
  0% | 8% | 3%
> CN(C(=O)c1cccc(NC(=O)Cc2ccc(NC(=O)C3CCN(S(=O)(=O)c4cccc([N+](=O)[O-])c4)CC3)cc2)c1)C1CC1
  u | x | -4%
> Cc1ccc(NC(=S)N(CCN2CCCCC2)Cc2ccco2)cc1Cl
  u | -6% | -14%
> COc1ccccc1C(=O)NCCCn1cc(Br)c(C)n1
  u | 1% | 7%
> CC(C)c1ccc(Nc2cc(C(=O)NCCCN(C)Cc3ccccc3)c3ccccc3n2)cc1
  9.2µM* | x | -1%
> C=CCn1c(SCC(=O)Nc2cc(C)on2)nnc1-c1ccccc1OC
  13% | x | -9%
> O=C(O)c1ccc(NC(=O)c2cccs2)cc1
  -22% | -5% | 2%
> COc1cccc(-n2c(SCC(=O)NCCc3ccccc3)nnc2-c2ccoc2C)c1
  -29% | -17% | 0%
> COc1ccc(CCNC(=O)c2cc3c(=O)n4ccccc4nc3n(CCCN3CCOCC3)c2=N)cc1OC
  -20% | -14% | -11%
> COc1ccc(C(=O)NCCC2=CCCCC2)cc1
  u | u | -1%
> Cc1cccc(N2CCN(C(=O)c3ccc(Cl)c(S(=O)(=O)NCc4ccco4)c3)CC2)c1C
  u | -17% | -20%
> Cc1nc2ccccc2c(=O)n1NC(=O)CCC(=O)O
  -3% | 21% | 14%

New compounds follow.
Each structure is followed by: TDP1 cell CPT | N370S GC mod | FEN1 inhibitor
> CN(C)C=NC(=O)c1ccc([N+](=O)[O-])c(CS(=O)(=O)c2ccc(Cl)cc2)c1
  -23% | 4% | 8%
> O=C(NNC(=O)C1CC(=O)N(Cc2ccccc2)C1)c1ccc(Br)cc1 (stereo unspecified)
  3% | -6% | 0%
> CCCNC(=O)Cn1c(=O)n(CC2CCC(C(=O)NC)CC2)c(=O)c2sccc21 (stereo unspecified)
  5% | x | -1%
> CC(=O)OCC(=O)Nc1ccc(Cl)cc1Cl
  10% | -1% | -10%
> Cc1cc(N2CCN(C3CCCC3)CC2)n2c(nc3ccccc32)c1C#N
  u | 9% | 8%
> Cc1cccc(NC(=O)C2CCCN2S(=O)(=O)c2ccc3nc(-c4ccccc4)[nH]c3c2)c1 (stereo unspecified)
  u | x | -3%
> O=C(O)c1ccc(NC(=O)c2cccc(N3C(=O)C4C5CCC(C5)C4C3=O)c2)cc1 (stereo unspecified)
  4% | -4% | -3%

Screens from PubChem BioAssay.
